Screening results from PubChem.
Pol eta inh: qHTS for Inhibitors of Polymerase Eta. hit rate 1.2% among 390,000. recombinant Pol eta, fluorescent DNA replication assay. DNA polymerase eta (Homo sapiens), Q9Y253. Potency, µM (titrated, usually from 114 µM), inactives show at the top dose activity change, negative = inhibition, hits mostly inhibitors; active = well fitted inhibition curve with a large enough effect; inconclusive = small, poorly fitted or top-dose-only effect, or another doubt; inactive = no such curve, though single readings can be large or run the other way
Target sequence (Q9Y253 whole entry, looked up): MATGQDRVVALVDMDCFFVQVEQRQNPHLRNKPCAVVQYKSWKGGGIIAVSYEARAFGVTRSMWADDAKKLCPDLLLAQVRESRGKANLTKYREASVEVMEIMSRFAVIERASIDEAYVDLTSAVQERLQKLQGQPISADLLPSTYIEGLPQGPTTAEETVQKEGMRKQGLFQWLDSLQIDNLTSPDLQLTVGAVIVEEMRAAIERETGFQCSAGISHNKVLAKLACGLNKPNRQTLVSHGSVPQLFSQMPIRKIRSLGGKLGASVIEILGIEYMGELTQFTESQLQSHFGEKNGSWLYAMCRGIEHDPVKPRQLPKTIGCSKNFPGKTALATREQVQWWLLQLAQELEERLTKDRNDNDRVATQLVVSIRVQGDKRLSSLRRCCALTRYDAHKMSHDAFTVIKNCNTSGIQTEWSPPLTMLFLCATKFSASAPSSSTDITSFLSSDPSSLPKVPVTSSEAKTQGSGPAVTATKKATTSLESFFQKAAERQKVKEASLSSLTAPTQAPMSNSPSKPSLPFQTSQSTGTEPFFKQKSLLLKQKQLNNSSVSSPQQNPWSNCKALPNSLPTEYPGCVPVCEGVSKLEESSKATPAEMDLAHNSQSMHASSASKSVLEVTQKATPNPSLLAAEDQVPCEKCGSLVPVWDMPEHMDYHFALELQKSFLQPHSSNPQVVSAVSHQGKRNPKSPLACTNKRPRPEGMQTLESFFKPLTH
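Fluorescent replication assay: 50 nM final substrate added after a 15 min room-temperature compound preincubation with 10 nM enzyme. Signal taken at 0 min and again at 10 min.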
Numbers without * were called inactive; u = inconclusive. % is set by controls: 0 for no effect and ±100 for the full control effect; potency is the fitted concentration of half-maximal effect.

A first look:
Pol eta inh	canonical_smiles
-3%	COc1ccc(NC(=O)c2ccncc2)cc1S(=O)(=O)N1CCCCC1
-13%	O=C(NCCCn1ccnc1)c1sc2cc([N+](=O)[O-])ccc2c1Cl
-4%	Cc1cccc(OCCNc2ncccc2[N+](=O)[O-])c1

The listing (from the top)
Pol eta inh	canonical_smiles
-3%	COc1ccc(NC(=O)c2ccncc2)cc1S(=O)(=O)N1CCCCC1
-13%	O=C(NCCCn1ccnc1)c1sc2cc([N+](=O)[O-])ccc2c1Cl
-4%	Cc1cccc(OCCNc2ncccc2[N+](=O)[O-])c1
-3%	COc1ccc(COC[B-](F)(F)F)cc1
-2%	CC(C)CCN1CCC[C@]2(N[C@H](c3ccc(C(F)(F)F)cc3)[C@@H]3C(=O)N(Cc4ccccc4)C(=O)[C@@H]32)C1=O
-3%	COc1ccc(CN2C(=O)C(CC(=O)NCCCN(C)C)CC(C(=O)N(C)C)=C2C)cc1 (stereo not drawn)
-16%	O=C(NC1CCS(=O)(=O)C1)c1cc2c(=O)n3ccccc3nc2n1Cc1ccccc1 (stereo not drawn)
-9%	C[C@@H]1CN([C@@H](C)CO)C(=O)CCCn2nncc2CO[C@@H]1CN(C)C(=O)Nc1ccc2c(c1)OCO2
-4%	CN(Cc1ccccn1)C(=O)c1cc(COc2ccc(F)c(F)c2)on1
-20%	COCOCCn1cc(CN2CCS(=O)(=O)N(Cc3ccc(-c4ccc(C)cc4)cc3)C(C)C2=O)nn1 (stereo not drawn)
-18%	CCCCCC(=O)N1C[C@H](n2cc(C3CC3)nn2)[C@@H](O)C[C@@H]1c1ccc(C)cc1
-10%	COCOCCn1cc(CN2CCS(=O)(=O)N(Cc3ccc(-c4ccncc4)cc3)C(C)C2=O)nn1 (stereo not drawn)
-9%	COC(=O)C(CCC(=O)CN1C(=O)c2ccccc2C1=O)N1C(=O)c2ccccc2C1=O (stereo not drawn)
-21%	C[C@H]1CN([C@@H](C)CO)C(=O)CCCn2nncc2CO[C@@H]1CN(C)Cc1ccc(Cl)c(Cl)c1
-10%	COc1ccc(OC)c(NC(=O)COC(=O)c2ccc(S(=O)(=O)N3CCCCC3)cc2)c1
14µM*	O=C(CCl)N1c2ccccc2Sc2ccc3ccccc3c21
-11%	O=[N+]([O-])c1ccc(S(=O)(=O)NCC(c2ccc3c(c2)OCO3)N2CCOCC2)cc1 (stereo not drawn)
-19%	CC1CCCCC1NC(=O)CSc1ncnc2sccc12 (stereo not drawn)
-22%	C[C@@H]1CN([C@@H](C)CO)S(=O)(=O)c2ccc(Br)cc2O[C@H]1CN(C)C(=O)Nc1ccc(C(F)(F)F)cc1
-18%	NC(=O)N1CCN(CCCN2c3ccccc3Sc3cc(Cl)ccc32)CC1
-5%	CC1CCC(NC(=O)c2ccc(Br)o2)CC1 (stereo not drawn)
5%	Cc1nc(SCC(=O)N2CCNC2=O)c(C#N)c(C)c1C
-16%	CC(C)COC(=O)N(C)C[C@@H]1OCc2cnnn2CCCC(=O)N([C@H](C)CO)C[C@@H]1C
4%	O=c1[nH]c2cc(Cl)cc([N+](=O)[O-])c2c2ccc(Cl)cc12
14µM*	O=[N+]([O-])c1ccc2c([N+](=O)[O-])ccc3c2c1CC3
-9%	CC(OC(=O)c1cccnc1Cl)C(=O)NC1CCCCC1 (stereo not drawn)
-1%	C[C@@H]1CN([C@@H](C)CO)S(=O)(=O)c2ccc(Br)cc2O[C@H]1CN(C)C(=O)C1CCC1
-6%	COc1cc2ccc(C(C)=O)cc2cc1OC
0%	ON=Cc1ccnc2ccccc12
-24%	C[C@H]1CN([C@@H](C)CO)C(=O)CCCn2cc(nn2)CO[C@@H]1CN(C)S(=O)(=O)c1cccs1
0%	CCn1c(SCC(=O)N2CCC(C)CC2)nc2c([nH]c3ccccc32)c1=O
-20%	O=C(Nc1cccc(Cl)c1)ON1CCCCC1
-16%	CCOC(=O)Nc1ccc2c(c1)C(=NNC(=S)NC)c1ccccc1-2
-16%	CCN1C(=O)[C@H]2[C@@H](c3ccc(C(F)(F)F)cc3)N[C@]3(CCCN(CC4CCCCC4)C3=O)[C@H]2C1=O
-5%	COc1ccc(NC(=O)N(C)[C@H]2C[C@H]3c4[nH]c5ccccc5c4CCN3C(=O)[C@H]2[C@H](C)O)cc1
-12%	COc1ccc(CN2C(=O)C(CC(=O)NCc3cccs3)CC(C(=O)N3CCOCC3)=C2C)cc1 (stereo not drawn)

2 compounds picked at random from the list so far:
Pol eta inh	canonical_smiles
-16%	CCOC(=O)Nc1ccc2c(c1)C(=NNC(=S)NC)c1ccccc1-2
-12%	COc1ccc(CN2C(=O)C(CC(=O)NCc3cccs3)CC(C(=O)N3CCOCC3)=C2C)cc1 (stereo not drawn)

(more compounds)
Pol eta inh	canonical_smiles
-6%	O=S(=O)(NN=C1CCCCCCC1)c1ccccc1
-5%	Cc1ccc([C@H]2C[C@H](O)[C@@H](n3cc(COC(=O)c4ccccc4)nn3)CN2Cc2cccs2)cc1
-19%	CCc1csc(CNC(=O)C2CCC(=O)N(Cc3cccc(OC)c3)C2)n1 (stereo not drawn)
5%	O=C(O)c1ccccc1-c1ccccc1C(=O)Nc1ccc2c(c1)oc(=O)c1ccccc12
-10%	COc1ccc([N+](=O)[O-])cc1N(CC(O)CN1C(=O)NC(C)(C)C1=O)S(=O)(=O)c1ccc(C)cc1 (stereo not drawn)
-13%	COc1ccc(CCNC(=O)CSc2nc3ccsc3c(=O)n2Cc2ccccn2)cc1OC
-4%	CCn1cc(CN2CCC(C(=O)Nc3ccc(Oc4ccccc4F)cc3)CC2)cn1
9%	CN1CCN(c2nc3cc(N4CCOCC4)ccc3s2)CC1
-6%	CCN(CC)C(=O)C1=C(C)N(Cc2ccc(OC)cc2)C(=O)C(CC(=O)NCc2ccco2)C1 (stereo not drawn)
-1%	C[C@H](CO)N1C[C@H](C)[C@H](CN(C)S(=O)(=O)c2ccc(F)cc2)Oc2ncc(Br)cc2C1=O
-18%	CC(C)CC1C(=O)N(Cc2cn(Cc3ccco3)nn2)CCS(=O)(=O)N1Cc1ccc(-c2ccccc2)cc1 (stereo not drawn)
0%	CC(C)NC(=O)C1CC(=O)N(CCc2ccc(F)cc2)C1 (stereo not drawn)
-10%	C#CCN(C[C@H]1[C@H](OC(=O)NCc2ccccc2F)[C@H](OC(=O)NCc2ccccc2F)C[C@H]2C(=O)N(c3ccccc3)C(=O)[C@@H]12)S(=O)(=O)c1ccc(C)cc1
-4%	COc1cc(C(=O)OCC(=O)Nc2ccccc2)cc2c1OCCO2
-6%	O=c1nc(Oc2ccccc2)nc2ncccn12
0%	Cc1ccc(CC(=O)Nc2cccc(C(=O)Nc3c(C)n(C)n(-c4ccccc4)c3=O)c2)cc1C
-22%	CCCCCCN1C[C@@H](n2cc(C3CC3)nn2)[C@H](O)C[C@@H]1c1ccc(C)cc1
-3%	Cc1noc(C)c1NC(=O)N(C)C[C@H]1OCc2cnnn2CCCC(=O)N([C@H](C)CO)C[C@@H]1C
-4%	COc1cc(C2c3cc4c(cc3C3OC(=O)C2C3CO)OCO4)cc(OC)c1OC (stereo not drawn)
u	O=C1[C@H]2[C@@H](c3ccccc3)N[C@]3(CCCN(Cc4ccc(C(F)(F)F)cc4)C3=O)[C@H]2C(=O)N1Cc1ccccc1
-21%	COc1ccc2nc(N3C(=O)C(O)=C(C(=O)c4ccco4)C3c3ccc(OC)c(OC)c3)sc2c1 (stereo not drawn)
-21%	Cc1noc(C)c1NC(=O)N(C)C[C@@H]1Oc2ncc(Br)cc2C(=O)N([C@@H](C)CO)C[C@H]1C
-4%	COc1ccccc1N1CCN(S(=O)(=O)CCNC(=O)COc2ccccc2)CC1
-12%	CCN(CC1CCCN(CCc2cccc(F)c2)C1)C(=O)c1ccoc1C (stereo not drawn)
-10%	Cc1ccccc1NC(=O)CN1CCCC1
-4%	CCCN(C)C[C@H]1Oc2ncc(Br)cc2C(=O)N([C@@H](C)CO)C[C@@H]1C
-16%	C[C@H]1NS(=O)(=O)c2cc(Cl)ccc2O[C@@H]1c1ccccc1
-10%	COCCn1c(SCC(=O)N2CCCC2=O)nnc1-c1ccncc1
-7%	CN1OC[C@@H]2CN[C@H](c3ccc(-c4cccc(F)c4)cc3)C[C@@H]21
1%	O=C(O)c1cc2ccc(O)cc2oc1=O
0%	C#CCOc1ccc(CNC[C@H]2O[C@@H](n3ccc(N)nc3=O)[C@H](O)[C@@H]2O)cc1
-2%	C[C@@H]1CCCCO[C@@H](CN(C)C(=O)C2CCCCC2)[C@@H](C)CN([C@H](C)CO)C(=O)c2cc(NC(=O)NC3CCCCC3)ccc2O1
-23%	CC(C)(C)OC(=O)CC(S(=O)(=O)c1ccccc1)S(=O)(=O)c1ccccc1
-17%	COc1ccc(S(=O)(=O)N2CCC(C(=O)NCCC(=O)NCCc3cccc(F)c3)CC2)cc1
-8%	Cc1ccc(-c2ccc(CN3C(C(C)C)C(=O)N(Cc4cn(CC5CCCCC5)nn4)CCS3(=O)=O)cc2)cc1 (stereo not drawn)
-13%	c1ccc(N=NN2CCOCC2)cc1

2 of the compounds above, as tab-separated lines.
mol	Pol eta inh
Cc1ccccc1NC(=O)CN1CCCC1	-10%
CCCN(C)C[C@H]1Oc2ncc(Br)cc2C(=O)N([C@@H](C)CO)C[C@@H]1C	-4%

(more compounds)
Pol eta inh	canonical_smiles
-26%	C[C@@H]1CN([C@H](C)CO)S(=O)(=O)c2ccc(-c3cccc(C(=O)N(C)C)c3)cc2O[C@H]1CN(C)C(=O)Nc1ccc(F)cc1
-12%	S=C1Nc2ccccc2CS1
-1%	COc1ccc(CN2C(=O)C(CC(=O)NC3CC3)CC(C(=O)N(C)C)=C2C)cc1 (stereo not drawn)
0%	COc1ccc(CN(C)C[C@@H]2OCc3cnnn3CCCC(=O)N([C@@H](C)CO)C[C@H]2C)cc1
-13%	O=C(CCn1c(=O)c2cccn2c2cccnc21)NCCCN1CCN(c2ccc(F)cc2)CC1
-3%	Cc1nn(-c2ccccc2)c(C)c1NC(=O)COc1ccccc1C#N
1%	CCn1c(SCC(=O)NC2CCCC2)nc2c(c1=O)SCC2
-17%	CCCC1NC(=O)c2cccnc2-n2c1nc1ccc(Cl)cc1c2=O (stereo not drawn)
-3%	Cc1cc(S(=O)(=O)Nc2ccc(C(=O)NCCN3CCOCC3)cc2)ccc1F
-7%	C[C@@H]1CN([C@@H](C)CO)C(=O)CCCn2nncc2CO[C@@H]1CN(C)C(=O)Nc1ccc(N2CCCCC2)cc1
-5%	Cc1cccc(C(=O)Nc2ccc(NC(=O)c3cccc(C)c3)cc2)c1
-18%	COc1ccc(NC(=O)CSc2nc3ccsc3c(=O)n2CCC(=O)O)cc1

Reformatted with tabs: part of the list above
compound	Pol eta inh
COc1ccc(CN2C(=O)C(CC(=O)NC3CC3)CC(C(=O)N(C)C)=C2C)cc1 (stereo not drawn)	-1%
COc1ccc(NC(=O)CSc2nc3ccsc3c(=O)n2CCC(=O)O)cc1	-18%
S=C1Nc2ccccc2CS1	-12%
C[C@@H]1CN([C@@H](C)CO)C(=O)CCCn2nncc2CO[C@@H]1CN(C)C(=O)Nc1ccc(N2CCCCC2)cc1	-7%
CCCC1NC(=O)c2cccnc2-n2c1nc1ccc(Cl)cc1c2=O (stereo not drawn)	-17%
C[C@@H]1CN([C@H](C)CO)S(=O)(=O)c2ccc(-c3cccc(C(=O)N(C)C)c3)cc2O[C@H]1CN(C)C(=O)Nc1ccc(F)cc1	-26%
Cc1cccc(C(=O)Nc2ccc(NC(=O)c3cccc(C)c3)cc2)c1	-5%

Carrying on:
Pol eta inh	canonical_smiles
-12%	ClCCn1c(CCl)nc2ccc(Cl)cc21
-2%	C[C@H](NC(=O)c1[nH]cnc1C(=O)N[C@@H](C)CO)c1ccccc1
-4%	COC(=O)c1cccc2c1C(=O)c1cc([N+](=O)[O-])ccc1-2
1%	Nc1ccn([C@@H]2O[C@H](CNC(=O)[C@@H](N)CSCc3ccccc3)[C@@H](O)[C@H]2O)c(=O)n1
-26%	CC(C)CC1C(=O)N(Cc2cn(CCC3OCCCO3)nn2)CCS(=O)(=O)N1Cc1ccc(-c2ccc(Cl)cc2)cc1 (stereo not drawn)
0%	CC1CN(C(=O)COC(=O)/C=C/c2ccccc2)CC(C)O1 (stereo not drawn)
1%	COCCn1c(SCC(=O)Nc2ccc(F)cc2F)nc2c(c1=O)SCC2
-14%	COc1ccc(C(=O)N2CCCC(CO)C2)cc1OC1CCN(C(C)C)CC1 (stereo not drawn)
-14%	C#Cc1cc(N2CCN(C(=O)c3ccoc3)CC2)n2nc(-c3cccc(Cl)c3)cc2n1
-7%	COc1ccc(Nc2nnc(SCC(=O)N(CC(C)C)C3CCS(=O)(=O)C3)s2)cc1 (stereo not drawn)
-15%	COc1cccc(CN(C)C[C@H]2OCc3cnnn3CCCC(=O)N([C@H](C)CO)C[C@@H]2C)c1
-11%	C[C@@H]1CN([C@H](C)CO)C(=O)c2cc(Br)cnc2O[C@H]1CN(C)Cc1ccccc1
-7%	CC(C)(C)C(=O)NCc1ccc(C(=O)CSc2nnc3n2CCCCC3)s1
6%	CCCCn1c(N)c(N(CCC(C)C)C(=O)CSc2nc3ccccc3s2)c(=O)[nH]c1=O
-4%	COc1ccc(-c2ccc(CN3C(C)C(=O)N(Cc4cn(CCC5OCCO5)nn4)CCS3(=O)=O)cc2)cc1OC (stereo not drawn)
-5%	Cc1cc(=O)n(Cc2ccco2)c(=S)[nH]1
4%	Cc1ccc([C@H]2N[C@]3(CCCN(Cc4ccco4)C3=O)[C@H]3C(=O)N(C)C(=O)[C@@H]23)cc1
-8%	CC(C)c1ccc(NC2CCCN(C(=O)CN3CCCCC3=O)C2)cc1 (stereo not drawn)
-9%	C[C@H]1CN([C@@H](C)CO)C(=O)c2cc(Br)cnc2O[C@@H]1CN(C)S(C)(=O)=O

Not all compounds are listed; count on the stated rates, not on these rows.
